G9a block: inhibitors of human histone lysine methyltransferase G9a. Q96KQ7. G9a H3K9 monomethylation, AlphaScreen, 2 h. Potency, µM (doses to about 102 µM), for inactives: at the top dose activity, negative = inhibition, most hits filed as inhibitors. actives 8.8% (n = 350,000); also: potency is read from the fitted curve at half-maximal effect; % is scaled to controls: 0 for no effect and ±100 for the full control effect; nearly all actives have a fitted effect of over 75% in size
Target sequence (Q96KQ7 913-1193 limits assumed): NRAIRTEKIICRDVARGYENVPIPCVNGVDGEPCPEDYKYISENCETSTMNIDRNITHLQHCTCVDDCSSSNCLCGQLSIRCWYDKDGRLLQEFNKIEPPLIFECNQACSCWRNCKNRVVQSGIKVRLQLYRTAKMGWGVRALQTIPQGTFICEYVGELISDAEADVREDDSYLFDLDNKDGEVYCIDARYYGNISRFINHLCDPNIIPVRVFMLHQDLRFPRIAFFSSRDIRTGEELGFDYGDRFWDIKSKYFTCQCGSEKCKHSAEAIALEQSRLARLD
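Using a bead-based AlphaScreen, monomethylated H3K9 product from 2 h room-temperature reactions (G9a 20 nM, peptide 500 nM, SAM 20 uM) was detected with 0.5 ug/mL rabbit anti-H3K9me1 antibody.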
BAZ2B inh: BAZ2B (human) inhibition | Potency, µM (top dose mostly 114 µM), inactives show at the top dose activity change, negative = inhibition, hits mostly inhibitors | Q9UIF8 | actives 4.4% (n = 360,000) | AlphaScreen BAZ2B-H3K14Ac peptide displacement; also: potency is read from the fitted curve at half-maximal effect; % is scaled to controls: 0 for no effect and ±100 for the full control effect; nearly all actives have a fitted effect of over 60% in size
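Inhibition is scored as reduced AlphaScreen emission. The BAZ2B/b-H3(5-23)K14Ac complex (50 nM each) in PBS pH 7.4, 0.01% Tween-20 meets compound (up to 110 uM) for 30 min at RT before bead addition.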
PGK inhibitor: blocks T. brucei phosphoglycerate kinase. AID 602233. Potency, µM (doses to about 57.5 µM), for inactives: top-dose activity change, negative = inhibition, most hits filed as inhibitors. PGK/GAPDH coupled, Kinase-Glo luminescence, 60 min. actives 0.043% (n = 380,000); also: potency is read from the fitted curve at half-maximal effect; % is scaled to controls: 0 for no effect and ±100 for the full control effect; nearly all actives have a fitted effect of over 60% in size
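Recombinant glycosomal PGK reaction used 1,3-bisphosphoglycerate generated in-well by GAPDH (100nM final) in 100mM TEA pH 7.6, 5mM MgCl2, 0.01% Tween-20. After 60 minutes at room temperature, ATP was read by Kinase-Glo Plus luminescence end-point.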
Pin1 inhibitor: inhibitors of human Pin1. Q13526. Pin1 FP peptide displacement, HiFluor488, 10 min. Potency, µM (top dose mostly 115 µM), for inactives: at the highest dose activity, negative = inhibition, most hits filed as inhibitors. actives 0.009% (n = 390,000). AID 504891; active = well fitted inhibition curve with a large enough effect in the polarisation, with a control signal flat, not every such curve was filed as active; inconclusive = small, poorly fitted or top-dose-only effect, or effect the other way, or a change in a side signal; inactive = no such curve, though single readings can be large or run the other way; the % refers to the polarisation; also: potency is read from the fitted curve at half-maximal effect; % is scaled to controls: 0 for no effect and ±100 for the full control effect
Target sequence (Q13526 whole entry, looked up): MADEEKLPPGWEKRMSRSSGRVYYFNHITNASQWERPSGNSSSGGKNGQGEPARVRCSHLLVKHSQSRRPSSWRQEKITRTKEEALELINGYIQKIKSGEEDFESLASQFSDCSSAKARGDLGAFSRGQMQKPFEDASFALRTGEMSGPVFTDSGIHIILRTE
ERG Ets-DNA blk: blocks human ERG Ets domain binding to DNA; fluorescence polarization, His-ERG Ets domain / labelled DNA; AID 624246; P11308; actives 0.028% (n = 370,000); Potency, µM (doses to about 76.9 µM), without a hit: at the top dose FP activity, negative = inhibition, most hits filed as inhibitors; active = well fitted inhibition curve with a large enough effect in the polarisation, with a control signal flat; inconclusive = small, poorly fitted or top-dose-only effect, or effect the other way, or a change in a side signal; inactive = no such curve, though single readings can be large or run the other way; the % refers to the polarisation;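 also: polarization taken with two DNA probes labelled with fluorescein and Texas red; potency is read from the fitted curve at half-maximal effect; % of control where 0% means no effect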
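His-tagged ERG Ets domain (1 uM in the protein solution; 300mM KCl, 50mM Tris-HCl, 1mM EDTA, 1mM DTT, pH 7.5) received compound, then a probe mix of 5 nM fluorescein-DNA and 100nM Texas-615-DNA. Fluorescence polarization was read for both dyes.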
JMJD2A Tudor: inhibitors of human JMJD2A Tudor domain. Potency, µM (titrated, usually from 114 µM), for the others: at the highest dose activity change, negative = inhibition, usual class: inhibitors. actives 4.4% (n = 390,000). AlphaScreen JMJD2A-Tudor / H3K4me3 peptide binding. AID 504339; also: potency is read from the fitted curve at half-maximal effect; % is scaled to controls: 0 for no effect and ±100 for the full control effect; nearly all actives have a fitted effect of over 50% in size
HP1b chromo inh: blocks HP1-beta chromodomain binding to methylated histone tails. P83916. AlphaScreen HP1-beta / biotin-H3K9me3 peptide binding. Potency, µM (titrated, usually from 114 µM), for inactives: at the highest dose activity change, negative = inhibition, most hits filed as inhibitors. actives 0.56% (n = 390,000). AID 540317; also: potency is read from the fitted curve at half-maximal effect; nearly all actives have a fitted effect of over 70% in size; inactives centre near 23
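Compound inhibition of the preformed complex between 50 nM HP1-beta and 50 nM biotinylated H3K9me3 peptide was read by AlphaScreen. Buffer was PBS pH 7.4 with 0.01% Tween-20. Incubations ran 30 min at room temperature, with 10 ug/mL donor/acceptor beads.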
PI4K2A block: PI4K2A (human) kinase inhibition; Q9BTU6; purified PI4K2A, ADP-Glo luminescence, 1 h; hits give low values; activity change, negative = inhibition, % at 76.9 µM; actives 0.13% (n = 420,000); AID 1346378; in the data active = activity change below about -50%; inconclusive = mostly about -30% to -49%;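 also: -100% = wells without enzyme as full effect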
Target sequence (Q9BTU6 whole entry, looked up): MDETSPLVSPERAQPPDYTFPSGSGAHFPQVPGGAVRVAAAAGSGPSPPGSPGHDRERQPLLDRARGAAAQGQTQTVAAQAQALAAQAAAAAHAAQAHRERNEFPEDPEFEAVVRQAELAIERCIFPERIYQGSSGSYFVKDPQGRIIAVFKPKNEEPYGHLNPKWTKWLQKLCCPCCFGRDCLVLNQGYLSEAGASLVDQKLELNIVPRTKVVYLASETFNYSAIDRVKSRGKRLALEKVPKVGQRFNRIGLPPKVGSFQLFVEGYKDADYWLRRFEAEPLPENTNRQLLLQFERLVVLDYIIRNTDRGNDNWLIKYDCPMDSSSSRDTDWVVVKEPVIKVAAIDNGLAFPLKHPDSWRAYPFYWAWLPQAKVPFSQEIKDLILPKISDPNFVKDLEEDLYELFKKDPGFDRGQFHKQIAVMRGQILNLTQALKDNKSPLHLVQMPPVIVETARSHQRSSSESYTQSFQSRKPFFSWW
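Compounds are screened against recombinant PI4K2A using PI as substrate and ATP, the latter dispensed at 300 microM. Reactions run one hour at ambient temperature before ADP-Glo detection; full inhibition defined by wells lacking enzyme.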
GLS inhibitor: blocks human kidney-isoform glutaminase activity. O94925. Potency, µM (highest dose often 45.5 µM), without a hit: at the top dose activity change, negative = inhibition, hits mostly inhibitors. AID 624170. actives 0.21% (n = 410,000). GLS enzymatic activity, qHTS titration; also: potency is read from the fitted curve at half-maximal effect; % is scaled to controls: 0 for no effect and ±100 for the full control effect
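hKGA; 45 mM KH2PO4 pH 8.2 + 0.02% Tween-20; cpd via pin tool; 1 mM Gln soln; GluOx/HRP/Amplex Red; RT 30 min; fluor. t0 & final.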
* = called active by the depositor; i = inactive; ? = inconclusive; . = no result given; [ ] = remark or other dose. Unless noted, calls follow the shape of the dose curve; as a rule, active = well fitted curve in the direction sought with a large enough effect; inconclusive = small, poorly fitted or top-dose-only effect, or another doubt; inactive = no such curve, though single readings can be large; an effect the other way counts as inactive or inconclusive. Outcome played no part in choosing rows; about 11% have a hit in one of these screens.

SMILES	G9a block	BAZ2B inh	PGK inhibitor	Pin1 inhibitor	ERG Ets-DNA blk	JMJD2A Tudor	HP1b chromo inh	PI4K2A block	GLS inhibitor
CCOC(=O)C(C)(C)Sc1ncnc2nc[nH]c12	-8%[59 µM]	-2%	-3%	4%	0%	-11%	18%	6	0%
CCNC(=O)COC(=O)C1CCN(S(=O)(=O)c2ccc3c(c2)OCCO3)CC1	-8%	-4%	i	1%	2%	-10%	11%	0	-1%
CCOc1ccccc1NC(=O)c1c(NC(=O)C(C)Oc2ccc(Cl)cc2)sc2c1CCCCC2 (stereo not drawn)	-8%[59 µM]	-10%	-4%	-5%	0%	-26%	4%	1	-4%
O=C(Nc1nccs1)c1ccc(NC(=O)C2CC=CCC2C(=O)O)cc1 (stereo not drawn)	-6%	-27%	-2%	1%	-9%	-16%	19%	0	2%
COCCN1C(=O)N(c2cccc(OC)c2)C(=O)C1CC(=O)Nc1ccc(OC)cc1 (stereo not drawn)	-12%	-21%	2%	2%	8%	-9%	28%	-1	-6%
CCOc1ccc2c(c1)c1nnc(SCC(=O)NC3CC3)nc1n2C	-11%[59 µM]	3%	i	-1%	-12%	-1%	37%[activator]	0	-21%
O=S(=O)(c1cccc(Cl)c1)N1CN(CC2CCCO2)c2nc3ccccc3nc21 (stereo not drawn)	.	?	-4%	4%	-3%	-29%	18%	5	11%
Cc1cccc(NC(=O)c2nc[nH]c2C(=O)NC2CCN(C(=O)OC(C)(C)C)CC2)c1	0%[0.501 µM]	4%	-5%	4%	-2%	-24%	35%	-4	-2%
Cc1cccc(NC(=O)C2CCC(CNS(=O)(=O)c3csc(C(N)=O)c3)CC2)c1C (stereo not drawn)	11%[59 µM]	4%	i	1%	-3%	-3%	14%	-4	-9%
CCOc1ccccc1N1CCN(CC(O)COCc2cccs2)CC1 (stereo not drawn)	3%	4%	-9%	-12%	-1%	-10%	-11%	2	26%
COCCN(C(=O)COC(=O)COc1ccc2c(c1)CCC2)c1c(N)n(Cc2ccccc2)c(=O)[nH]c1=O	4%[0.501 µM]	-3%	2%	2%	6%	3%	27%	0	0%
CCN(C(=O)CCN1C(=O)c2ccccc2S1(=O)=O)c1ccccc1	3%	-5%	0%	2%	4%	-3%	52%[activator]	0	0%
Cc1ccc(C)c(NC(=O)CN2C(=O)c3cccnc3Oc3ccc(C)cc32)c1	-47%[59 µM]	-8%	-2%	11%	1%	-29%	21%	0	-10%
COc1ccc(NC(=O)NC2CCCc3ccccc32)cc1OC (stereo not drawn)	57%	-24%	i	5%	-12%	-6%	20%	6	3%
CCOC(=O)c1ccccc1NC(=O)COC(=O)CSC(C)C(=O)Nc1cc(C)on1 (stereo not drawn)	-5%	-3%	4%	0%	-4%	-6%	26%	-5	10%
O=C(Nc1nccs1)c1ncc(Cl)c(Cl)c1Cl	45µM*	5%	-6%	-5%	-7%	-7%	28%	-5	-8%
CC(=O)c1c(C)nc2ccc(Cl)cn12	-10%[12.7 µM]	-5%	-2%	0%	-8%	8%	36%	-2	1%
Cc1cc(CSc2ccccc2)ccc1NC(=O)c1ccc(C)c([N+](=O)[O-])c1	-35%[59 µM]	-15%	-5%	0%	-4%	-23%	20%	-2	0%
CN1CCN(NC(=O)c2ccc(Cl)s2)CC1	-29%	-12%	-10%	-6%	4%	-8%	4%	-1	-3%
Cc1ccc(C)c(-c2[nH]c3c(c2-c2c(-n4cccc4)n(C)c(=O)[nH]c2=O)c(=O)[nH]c(=O)n3C)c1	-7%[59 µM]	-10%	i	0%	-1%	-7%	27%	0	3%
COc1ccccc1CNCC(=O)Nc1ccccc1-n1cccc1	10µM*	50µM*	-3%	-3%	1%	22µM*	?	-8	0%
Cc1cc(C)nc(/N=C(\N)Nc2cc([N+](=O)[O-])ccc2C)n1	7%[59 µM]	3%	11%	3%	0%	-6%	23%	-1	-5%
O=C(COc1ccc(-c2nnc(N3CCCCC3)c3ccccc23)cc1)N1CCCCC1	16%[59 µM]	-3%	-5%	-11%	9%	-23%	9%	3	2%
O=C(Nc1csc([N+](=O)[O-])c1)Nc1ccccc1Cl	12%	-35%	-2%	5%	-3%	2%	9%	0	-14%
CCCOc1ccc(CN(CCC#N)C(=S)NC(=O)c2ccccc2)cc1	?	?	3%	?	3%	-23%	12%	-2	-13%
O=C(NC1CCCCCC1)c1c(O)c2ccccc2[nH]c1=O	?	-7%	-4%	0%	1%	-27%	8%	-1	4%
O=C(NCCN1CCOCC1)C1CCCN(S(=O)(=O)c2ccc(F)cc2)C1 (stereo not drawn)	40%	5%	-21%	1%	-7%	-3%	19%	-5	-10%
CC(C)C1Oc2ccccc2N(CC(=O)N2CCOCC2)C1=O (stereo not drawn)	-8%	-3%	5%	-13%	-3%	-3%	21%	1	9%
CCN(c1ccccc1)S(=O)(=O)c1ccc(C(=O)Nc2nnc(COC)o2)cc1	5%	56µM*	-9%	-10%	0%	56µM*	44%[activator]	2	-2%
CCN(CC)CCC(C)OC(c1ccccc1)c1ccccc1 (stereo not drawn)	?	-39%	-5%	-7%	20%	25µM*	25%	-18	-1%
CN1CCN(CCCC(=O)c2ccc(F)cc2)CC1	-7%[59 µM]	?	-1%	-3%	8%	3%	51%[activator]	5	.
COCC(=O)N1CCc2cc(OC)c(OC)cc2C1COc1ccc2c(C)cc(=O)oc2c1 (stereo not drawn)	13%[59 µM]	2%	-4%	-1%	-9%	-1%	39%[activator]	-1	2%
CCCCCn1c(=O)c(C(=O)OCC)c(Cl)c2ccccc21	243%[activator]	41%[activator]	i	-10%	0%	52%[activator]	103%[activator]	0	-4%
COc1ccc(CSC2=NCCN2)cc1Br	18%	-12%	-5%	-6%	-13%	-8%	29%	-2	0%
CC1CCN(S(=O)(=O)c2cccc(S(=O)(=O)N3CCOCC3)c2)CC1	-37%[59 µM]	-2%	7%	-5%	-11%	-8%	18%	-1	14%
O=C(COc1ccc(S(=O)(=O)N2CCOCC2)cc1)NC1CCCCC1	3%[12.7 µM]	14%	-9%	-2%	-1%	-9%	24%	5	1%
O=C1S/C(=C\c2ccc(N3CCOCC3)o2)C(=O)N1Cc1ccc(F)cc1	?	-31%	.	?	4%	?	-8%	10	?
COc1ccccc1NC(=O)CSc1nnc(Cc2cccs2)n1C	-41%[59 µM]	-10%	-5%	-1%	1%	-13%	28%	1	-1%
CCNC(=S)NNC(=O)c1csc(CC)c1	-3%[59 µM]	-1%	i	-3%	5%	-23%[57.1 µM]	23%	2	33%[activator]
CC(C)c1nnc2n1N=C(c1ccc(Cl)cc1)CS2	.	-2%	-8%	1%	8%	-19%	20%	3	-1%
CCc1ccccc1NC(=O)CN(C)C(=O)COC(=O)c1cccnc1Cl	.	.	-3%	-9%	-2%	-13%	44%[activator]	1	-8%
CCOc1cc(NC(=O)CCl)c(OCC)cc1NC(C)=O	1%	-15%	i	-9%	7%	-15%	63%[activator]	0	-7%
CC(C)C[C@H](NC(=O)c1[nH]cnc1C(=O)N[C@@H](C)C(=O)OC(C)(C)C)C(=O)OCc1ccccc1	7%[59 µM]	0%	0%	0%	3%	-14%	44%[activator]	-2	3%
COc1ccccc1C(=O)NC(=S)Nc1cccc2cc(O)ccc12	.	.	-1%	?	-8%	?	-4%	4	18%
CCOC(=O)c1c(O)c2ccccc2n(C)c1=O	9%	0%	i	-1%	-3%	-14%	26%	3	0%
O=C(NC1CCCCNC1=O)c1ccccc1 (stereo not drawn)	29%[59 µM]	2%	i	-8%	-3%	2%	28%	2	2%
O=C(O)CSCc1cnn(-c2ccccc2)c1-n1cccc1	-42%[59 µM]	?	i	2%	5%	-11%	62%[activator]	11	-10%
COc1ccc(-c2ccnc(SCC(=O)c3ccc(OC)c(OC)c3)n2)cc1	13%	-4%	3%	26%	-4%	-8%	30%	0	19%
COc1ccc(OCCOC(=O)CNC(=O)c2cccc(C)c2)cc1	50µM*	13%	-2%	3%	2%	-2%	13%	4	3%
COc1cccc(NC(=S)NCc2ccc(F)cc2)c1	.	14%	-12%	-10%	9%	-14%	26%	-8	4%
COc1ccccc1NC(=O)N1CCCC1C(=O)NCC1CCCO1 (stereo not drawn)	.	-5%	i	-3%	18%	4%	102%[activator]	-3	-2%
O=C(Nc1cccc2ccccc12)/C(Cl)=C/c1ccccc1	-46%[12.7 µM]	21%	-3%	7%	13%	90%[activator]	95%[activator]	7	1%
COc1ccc(C(NC(=O)CN2CCCCCC2)c2ccc(OC)cc2)cc1	13%[12.7 µM]	17%	i	4%	9%	-17%	4%	0	0%

Single entries from the entries so far.
Reading for COc1ccccc1NC(=O)N1CCCC1C(=O)NCC1CCCO1 (stereo not drawn) in HP1b chromo inh: 102%[activator]
Reading for O=C(Nc1cccc2ccccc12)/C(Cl)=C/c1ccccc1 in PI4K2A block: 7
Reading for COc1ccc(C(NC(=O)CN2CCCCCC2)c2ccc(OC)cc2)cc1 in HP1b chromo inh: 4%

Screening data from PubChem.
